MOR-DOR inv ag = inverse agonist of human OPRM1-OPRD1 heterodimerization. P35372+P41143. cell-based MOR-DOR heterodimer luminescence, inverse agonism. inhibition, % at 9.3 µM. actives 0.21% (n = 340,000). AID 504357; in the data active = inhibition above about 22%, passing the limit was not always enough;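 also: 0% = cells with DMSO and 100% = wells without cells with DMSO; values of inactives mirror those of a sister screen read the other way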
Target sequence (P35372 whole entry, looked up): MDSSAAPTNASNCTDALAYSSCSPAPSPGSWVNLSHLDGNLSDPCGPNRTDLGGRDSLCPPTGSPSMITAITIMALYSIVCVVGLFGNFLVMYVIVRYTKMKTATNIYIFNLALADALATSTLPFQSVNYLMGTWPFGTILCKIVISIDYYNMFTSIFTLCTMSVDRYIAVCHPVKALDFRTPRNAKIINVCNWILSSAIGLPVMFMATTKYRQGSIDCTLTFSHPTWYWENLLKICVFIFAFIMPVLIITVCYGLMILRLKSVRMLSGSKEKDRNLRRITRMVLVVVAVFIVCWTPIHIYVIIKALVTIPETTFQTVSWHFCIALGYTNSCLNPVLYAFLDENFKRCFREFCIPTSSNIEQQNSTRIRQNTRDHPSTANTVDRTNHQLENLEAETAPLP
Target sequence (P41143 whole entry, looked up): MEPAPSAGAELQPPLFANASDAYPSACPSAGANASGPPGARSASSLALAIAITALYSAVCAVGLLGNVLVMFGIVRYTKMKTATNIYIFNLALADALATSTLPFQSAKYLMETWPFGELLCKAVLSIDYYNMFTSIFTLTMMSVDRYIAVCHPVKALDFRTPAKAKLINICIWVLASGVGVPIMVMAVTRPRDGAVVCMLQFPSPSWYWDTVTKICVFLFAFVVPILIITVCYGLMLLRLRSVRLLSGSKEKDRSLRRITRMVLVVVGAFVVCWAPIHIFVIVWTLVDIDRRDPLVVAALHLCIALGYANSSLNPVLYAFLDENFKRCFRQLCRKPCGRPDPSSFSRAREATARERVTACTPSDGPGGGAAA
E coli growth = bacterial growth inhibition, counter-screen for AddAB inhibitors; actives 0.27% (n = 330,000); E. coli V3065 growth, OD600 absorbance, 18 h; inhibition, % at 11.9 µM;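 active = inhibition above the campaign's mean inhibition across all tested compounds plus 3 SD, cut at about 9.9% in these data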;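 also: uninfected addAB+ strain grown without phage in ampicillin broth; 0% = DMSO wells and 100% = ciprofloxacin 0.95 µg/ml wells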
AddAB inh = less growth of phage-infected E. coli with AddAB | E. coli expressing H. pylori AddAB, absorbance growth | inhibition, % at 11.9 µM | actives 0.29% (n = 330,000); in the data active = inhibition above about 12%;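 also: 0% = vehicle wells of infected cells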
Mot1-301 SUMO = SUMOylation pathway inhibition by Mot1-301 growth rescue; growth rescue, % at 18.8 µM; actives 1% (n = 320,000); S. cerevisiae Mot1-301 growth rescue, ATP luminescence, 38.5C; percent above DMSO median, 100 means doubled;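 active = every valid replicate shows activation above 250% relative to neutral control wells; inactive = the rest, any valid replicate at or below 250%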;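 also: OY570 slx delta 5 strain wells were the positive control but not used for scaling; some compounds called inactive have numbers as strong as hits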
HTR5A inv ag = HTR5A inverse agonism, opioid heterodimer counter-screen; actives 0.083% (n = 340,000); HTR5A cell line, luminescence; inhibition, % at 9.3 µM; AID 504634; in the data active = inhibition mostly above about 23%, no sharp cut-off; inactive = mostly below about 18%;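 also: 0% = cells with DMSO and 100% = no-cell wells with DMSO; some compounds called inactive have numbers as strong as hits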
PKA-R2B act = activators of human PKA-R2B complex; PKA-R2B holoenzyme dissociation, Cy5-IP20 fluorescence polarization; R2B truncated from residue 108, S112A mutant; 0% DMSO only, 100% 113 µM cGMP; activation, % at 11.4 µM; P22694+P31323; actives 0.079% (n = 340,000);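 active = activation above a cutoff set at the mean over all compounds plus 3 SD, cut at about 18% in these data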;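 also: higher means more holoenzyme dissociation and a rise in polarization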
phage Ecoli inh = E. coli growth loss with phage present | growth absorbance | actives 0.26% (n = 360,000) | inhibition, % at 11.9 µM; in the data active = inhibition above about 11%
PfHsp90 yeast 2 = reduces growth (ATP signal) of yeast expressing P. falciparum Hsp90; actives 0.32% (n = 310,000); inhibition, % at 9.4 µM; AID 504621; S. cerevisiae expressing PfHsp90, BacTiter-Glo ATP, 48 h; yeast lacking PDR1 and PDR3 efflux regulators;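 active = every replicate shows inhibition above about 80%, whatever the replicate mean, limit read from the data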;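 also: 0% = DMSO neutral controls and 100% = 20 µM radicicol positive controls; yeast relying on Plasmodium falciparum Hsp90 in place of its own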
OPRM1-OPRD1 ag = agonists of human mu-delta opioid receptor heterodimerization. P35372+P41143. cells, OPRM1-OPRD1 heterodimerization, luminescence. activation, % at 9.3 µM. actives 0.3% (n = 340,000); in the data active = activation above about 18%;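 also: 0% = vehicle-treated cells and 100% = reference agonist; values of inactives mirror those of a sister screen read the other way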
PKA-R1A activ = activators of PKA-R1A complex | activation, % at 11.4 µM | actives 0.083% (n = 340,000) | P00514+P68181 | PKA-R1A dissociation, Cy5-IP20 fluorescence polarization; scaled: DMSO 0%, 113 µM cGMP 100%;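 active = percent activation above the mean of all tested compounds plus 3 SD, cut at about 19% in these data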;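 also: higher means more PKAc released from R1A so a rise in polarization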
Tat transport = inhibitors of E. coli Tat protein transport. AID 488895. E. coli MC4100 TorA-mCherry Tat export, fluorescence. actives 0.036% (n = 340,000). inhibition, % at 10 µM;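 active = mean replicate inhibition at least 50% and at least half of replicates individually reaching 50%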;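 also: exported cargo escapes ClpAP degradation while cytoplasmic cargo is degraded and loses fluorescence; 0% = median of neutral control wells and 100% = median of NaSCN control wells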
* = called active by the depositor; i = inactive; x = no result given. Rows are unselected. About 2.2% of those tested had a hit in this group.

structure,Tat transport,E coli growth,phage Ecoli inh,AddAB inh,PKA-R1A activ,Mot1-301 SUMO,OPRM1-OPRD1 ag,PfHsp90 yeast 2,PKA-R2B act,HTR5A inv ag,MOR-DOR inv ag
O=C(Nc1ncc(Cc2cccc(Cl)c2)s1)c1ccc([N+](=O)[O-])cc1,-12.9,-3.7,-1.5,1.9,7.8,99.5,1.5,2.3,-15.8,-4.6,-7.7
COC(=O)C1CSC(C(=O)OC)N1C(=O)CN1CCN(c2ccccc2)CC1 (stereo not given),5.4,-3.3,3.0,1.4,-10.0,-5.8,0.7,-11.4,0.4,1.7,-3.6
O=C(c1cc(-c2ccc(Cl)cc2)n[nH]1)N1CCN(C(=O)c2ccco2)CC1,5.6,-1.2,3.8,-0.9,-4.3,15.4,2.5,-32.8,-5.8,-5.6,-12.4
Cc1cccc(C(=O)NCCC(=O)NCc2ccccc2F)c1,0.8,-0.5,2.1,-0.4,-12.4,4.8,-3.6,19.4,-7.5,-11.3,18.7
CCN(CC)C(=O)CSc1nc2ncc(Cl)cc2[nH]1,-5.2,0.0,1.9,1.4,-2.6,-7.6,-3.4,7.0,-10.7,11.1,14.1
O=c1c2c(nc3cc(-c4ccc(Cl)cc4)[nH]n13)CCS2,7.4,-1.4,-0.6,0.2,3.9,-0.6,-1.4,-2.7,-0.4,19.7,7.3
COCCOc1cc(COC)nc(-c2cccc(C)c2)n1,-0.5,-1.2,0.9,2.4,x,28.1,x,-9.0,x,x,x
O=C(NCC1CCCN(Cc2nccs2)C1)c1cccc2ccccc12 (stereo not given),-6.1,1.9,-0.6,3.8,-0.6,-3.5,-0.1,-12.5,4.2,14.2,0.7
COc1cccc2sc(N(CCCN(C)C)C(=O)c3ccc(S(=O)(=O)N4CCCc5ccccc54)cc3)nc12,8.5,-0.3,5.2,3.5,-15.0,-14.0,1.9,10.1,8.0,3.2,-9.6
COc1ccc(OC)c(S(=O)(=O)NCCCc2ccccc2)c1,-3.5,0.3,1.3,3.3,-8.9,49.6,-0.8,-8.6,2.5,-25.2,4.1
Cc1cccn2c(=O)c(/C=C(\C#N)C(=O)NCc3ccco3)c(N3CCCCC3)nc12,3.5,-0.9,2.8,0.5,-5.3,-4.4,-2.6,-29.0,-7.6,-4.4,16.2
COc1ccccc1-c1nc(-c2ccc(C(=O)O)cc2)no1,-5.3,3.6,1.2,4.1,3.7,182.6,-1.7,5.5,1.2,-10.0,9.2
O=C(COC(=O)c1cccc(C(=O)OCC(=O)NC2CCCCC2)n1)NC1CCCCC1,1.6,1.3,0.8,0.4,3.7,-26.8,-0.8,-20.2,-1.8,2.6,5.3
CC(OC(=O)CCN=C1NS(=O)(=O)c2ccccc21)C(=O)NCc1ccccc1 (stereo not given),-10.1,0.9,3.8,1.7,-10.1,-2.3,-1.0,-18.8,1.4,-0.9,6.1
CC[C@H](C)C(N)c1cn(C(CCCN=C(N)N)C(=O)N2CCNCC2)nn1 (stereo not given in full),-3.9,-0.1,1.9,4.6,-3.5,-15.3,-2.2,2.2,-1.1,12.4,12.4
COc1cccc(NC(=O)[C@@H]2CCCN2C(=O)[C@@H]2Cc3ccccc3CN2C(=O)OC(C)(C)C)c1,-1.0,-0.4,4.0,0.2,-16.1,-4.3,0.5,10.7,-19.4,-1.2,-2.3
COc1ccc(-c2csc(Nc3ccc(C)cn3)n2)cc1,10.2,0.2,-1.2,-0.9,3.9,15.3,2.2,x,3.4,-5.7,-10.3
Cc1cccc(CC(=O)NCC(=O)NCc2cc(=O)n(C)c(=O)n2C)c1,2.0,-1.3,0.1,0.2,2.9,-9.4,-1.9,3.6,-10.1,2.2,9.4
Cc1cccc(-c2nnc(SCC(=O)N3CCCC3)o2)c1,-4.9,-2.7,1.5,2.5,0.0,-0.2,0.8,-2.8,-9.9,9.5,-6.3
CCCc1nc2ccccc2c(C(=O)OCC(=O)Nc2cccc(S(=O)(=O)N3CCOCC3)c2)c1CC,-0.6,-0.4,1.2,-1.2,-4.4,i,5.0,x,6.1,-14.0,-29.1
C=CCc1c(O)c(CC)cc2c(C)cc(=O)oc12,2.0,-0.3,1.2,0.3,-20.1,-25.5,-1.3,-3.8,-14.6,5.1,6.7
Cc1sc2ncn3cnnc3c2c1C,-4.3,1.1,2.0,0.6,-0.1,x,-0.6,11.5,-1.5,-4.2,3.1
COC(=O)C1=C(N)Oc2cc(C)n(Cc3cccnc3)c(=O)c2C1c1ccc(OC)c(OC)c1 (stereo not given),-5.3,-1.1,1.0,1.9,2.7,-1.5,-0.2,6.8,1.8,-12.9,1.1
C/C(=N\NC(=O)CC1N=C(Cc2ccccc2)NNC1=O)c1ccc(Br)cc1 (stereo not given),-1.4,-1.4,2.5,0.6,-13.9,4.9,-3.5,-20.4,14.6,-39.3,17.4
O=C(CCc1ccccc1)N/N=C/c1cc(Br)ccc1O,-5.7,-5.0,5.2,-0.5,-5.6,-4.6,5.9,-8.6,2.1,8.3,-35.5
CS(=O)(=O)N(CCc1ccccc1)CC(=O)NCc1ccccc1,-1.3,4.5,5.0,4.2,-0.3,465.3,-2.6,-2.8,1.3,-0.3,13.5
Cc1cccc(C(=O)NC(CC(=O)O)c2ccc(OC3CCCC3)cc2)c1[N+](=O)[O-] (stereo not given),16.0,-0.6,6.3,-1.4,-11.0,66.9,-1.3,-20.5,-7.8,-12.7,6.7
CC(=O)c1cccc(NC=C2C(=O)OC3(CCCCC3)OC2=O)c1,-0.4,0.0,0.8,3.2,-4.9,26.2,-3.1,14.4,0.8,-33.9,12.8
CC(=O)N1CCN2C(=O)C1CCCC(=O)c1cc(C)ccc12 (stereo not given),18.5,1.0,1.0,0.5,-3.6,-28.4,-2.2,-13.3,-12.7,-3.7,12.5
Cc1ccc(C(=O)N/C(=C\c2cccs2)C(=O)NC2CCCCC2)cc1,2.8,-1.2,1.8,1.2,-3.5,-17.7,-1.2,7.4,-8.2,9.4,6.9
CCCN1CCN(CCCNC(=O)C(CC)n2nc(C)c3sc4ccccc4c3c2=O)CC1 (stereo not given),-1.6,0.1,1.8,1.7,-5.9,-7.6,-3.0,-89.7,5.0,5.7,15.2
CCc1sc(C(=O)Nc2ccccc2N2CCOCC2)cc1C,7.0,0.7,4.2,-0.4,-16.6,-0.6,1.1,-7.9,1.8,-16.5,-6.1
OCCN1CCN(c2nc(NCc3ccco3)c3ccccc3n2)CC1,3.2,2.0,2.4,-0.7,-14.2,-0.6,-1.1,5.8,-0.5,-24.1,6.1
COc1ccc(NC(=O)c2ccc(NC(=O)CN3CCN(c4ccccc4)CC3)cc2)cc1,0.0,1.6,-0.4,0.7,-7.5,35.1,-1.2,14.4,3.8,2.6,5.0
N#Cc1ccc(OCC(=O)N2CCc3ccccc32)cc1,9.7,-0.9,2.0,0.2,-1.5,38.9,-1.8,x,0.2,-3.1,7.9
CCN1C(=O)/C(=C/c2cccs2)SC1=Nc1ccc(OC)cc1,-3.4,-0.9,-0.2,-0.2,-7.1,10.2,-0.6,11.4,-2.8,10.7,3.1
Cc1cccc(N2C(=O)CS/C2=N\NC(=O)c2ccc(Br)cc2)c1C,-13.5,12.7*,10.6,12.1,1.6,0.1,-1.0,23.0,-10.9,-15.1,5.6
Cc1c(Cl)cccc1NC(=O)CCC(=O)NNC(=O)c1ccccc1,-1.1,-0.1,4.9,1.9,-7.4,-16.2,-4.0,16.8,-7.9,-5.5,18.0
O=S(=O)(NCC1CCCO1)c1cnc(Cl)c(Br)c1 (stereo not given),0.5,-1.9,4.1,1.1,0.5,-5.8,-1.3,23.2,9.9,-30.2,7.1
CCN(CC)C(=O)C(=O)Nc1ccc(OC)c(Cl)c1,-0.2,0.2,3.0,0.1,-3.6,-4.4,-0.7,19.2,-7.8,13.9,3.6
O=C(NCc1ccccc1Cl)C1CCC(CNc2c(N3CCCCC3)c(=O)c2=O)CC1 (stereo not given),-7.7,-2.2,2.8,-2.8,4.9,-23.1,0.1,2.9,3.0,-12.7,-0.8
Cc1ccc(N2C(=O)NC(NC(=O)C3CC3)(C(F)(F)F)C2=O)cc1 (stereo not given),3.2,2.2,4.7,2.2,-4.1,-20.4,-3.4,-10.1,-3.7,-8.6,18.0
CC(OC(=O)CC1CCCC1)C(=O)Nc1ccc(Cl)cn1 (stereo not given),9.3,0.7,-0.5,2.0,-3.5,21.6,3.2,-22.7,-6.0,-17.9,-20.8
Cc1csc(NC(=O)C2CCN(S(=O)(=O)c3cccs3)CC2)n1,2.9,1.6,2.1,-1.2,-17.3,-2.2,-2.0,x,6.7,7.7,10.0
CN(C(=O)COC(=O)c1c2c(nc3ccccc13)/C(=C/c1cccc([N+](=O)[O-])c1)CCC2)C1CCS(=O)(=O)C1 (stereo not given),1.6,-2.7,4.3,-2.5,1.5,x,-1.3,-15.5,2.7,-2.4,6.6
CS(=O)(=O)c1ccc(Cl)c(NC(=O)COC(=O)CNC(=O)c2cccs2)c1,-5.8,0.6,1.0,0.5,1.9,0.8,-3.1,-4.5,1.8,4.2,17.2
COc1ccc(C(=O)Nc2cc(C)on2)cc1S(=O)(=O)N1CC(c2ccccc2)CC1=O (stereo not given),-1.1,0.3,5.7,4.8,x,-6.2,x,-17.5,x,x,x
CCS(=O)(=O)N1CCN(C(=O)c2ccccc2[N+](=O)[O-])CC1,1.8,-2.2,2.3,-1.7,-9.8,11.2,0.2,-34.4,-3.9,2.6,-1.1
Cc1ccc(S(=O)(=O)n2cnc3ccccc32)c(C)c1,-7.6,3.2,2.5,2.8,3.9,-12.4,-1.7,32.4,-11.3,-1.8,8.9
CCOc1ccc2nc(NC(=O)/C=C/c3ccc4c(c3)OCO4)sc2c1,3.3,1.0,2.7,4.2,-11.0,94.9,-0.4,-25.4,-2.5,1.3,2.2
COc1ccc(N/C=C(\C#N)c2ccc(OCCCF)cc2)cc1,-0.3,-2.6,-0.9,1.7,-4.9,-4.8,0.3,1.6,-4.5,-11.8,-1.4

Entries shown so far with an aryl thioether with sulfur outside any ring (two):
structure,Tat transport,E coli growth,phage Ecoli inh,AddAB inh,PKA-R1A activ,Mot1-301 SUMO,OPRM1-OPRD1 ag,PfHsp90 yeast 2,PKA-R2B act,HTR5A inv ag,MOR-DOR inv ag
CCN(CC)C(=O)CSc1nc2ncc(Cl)cc2[nH]1,-5.2,0.0,1.9,1.4,-2.6,-7.6,-3.4,7.0,-10.7,11.1,14.1
Cc1cccc(-c2nnc(SCC(=O)N3CCCC3)o2)c1,-4.9,-2.7,1.5,2.5,0.0,-0.2,0.8,-2.8,-9.9,9.5,-6.3
